MEKK2wt PB1 HTS: raises or lowers MEK5 binding to wildtype human MEKK2 PB1 domain; Q9Y2U5; bead flow cytometry, Alexa488-MEK5 binding to MEKK2 WT; actives lie on both sides; binding response (% of control), % at 10 µM; 1.1% of 290,000 active; AID 1531; in the data active means binding response below about 67% or above about 130%
IDE cell inh: inhibitors of human insulin-degrading enzyme in cells; HEK cells, FAbetaB cleavage, fluorescence polarization; inhibition, % at 5.59 µM; 0.41% of 320,000 active; AID 434962;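 active means percent inhibition above the average of all tested compounds plus 3 SD, set per screening campaign, cut at about 16% in these data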;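 further: IDE supplied by intact live HEK cells; FP after avidin binding of uncleaved biotin substrate so inhibition keeps polarization high; 0% = DMSO wells and 100% = 60 µM reference IDE inhibitor Ii1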
Target sequence (P14735 whole entry, looked up): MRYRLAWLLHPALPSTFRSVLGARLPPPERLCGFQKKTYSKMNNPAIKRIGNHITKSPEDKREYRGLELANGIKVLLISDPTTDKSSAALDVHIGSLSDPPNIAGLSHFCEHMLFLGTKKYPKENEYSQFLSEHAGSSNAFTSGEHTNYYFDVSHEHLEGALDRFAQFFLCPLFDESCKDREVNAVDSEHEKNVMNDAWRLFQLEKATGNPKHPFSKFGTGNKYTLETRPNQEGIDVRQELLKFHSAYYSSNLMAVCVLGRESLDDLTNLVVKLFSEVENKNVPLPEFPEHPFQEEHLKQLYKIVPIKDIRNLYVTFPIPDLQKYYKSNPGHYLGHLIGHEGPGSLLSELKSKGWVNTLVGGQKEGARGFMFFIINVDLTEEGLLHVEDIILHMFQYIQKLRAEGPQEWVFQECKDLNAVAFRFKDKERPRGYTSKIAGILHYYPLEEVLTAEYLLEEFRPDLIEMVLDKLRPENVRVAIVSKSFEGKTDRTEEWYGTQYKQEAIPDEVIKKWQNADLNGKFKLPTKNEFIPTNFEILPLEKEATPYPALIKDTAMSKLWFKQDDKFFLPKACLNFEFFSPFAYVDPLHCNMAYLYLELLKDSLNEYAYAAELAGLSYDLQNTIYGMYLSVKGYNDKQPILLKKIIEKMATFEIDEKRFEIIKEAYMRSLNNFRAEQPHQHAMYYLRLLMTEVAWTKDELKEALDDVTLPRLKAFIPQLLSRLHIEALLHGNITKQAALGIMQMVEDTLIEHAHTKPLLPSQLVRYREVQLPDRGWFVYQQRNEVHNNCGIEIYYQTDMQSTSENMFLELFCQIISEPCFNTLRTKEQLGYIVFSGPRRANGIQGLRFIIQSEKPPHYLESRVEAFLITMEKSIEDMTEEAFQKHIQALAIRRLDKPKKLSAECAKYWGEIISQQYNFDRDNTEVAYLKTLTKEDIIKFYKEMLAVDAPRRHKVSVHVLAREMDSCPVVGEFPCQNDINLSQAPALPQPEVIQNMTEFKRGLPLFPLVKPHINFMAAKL
M18AAP inhibitor: blocks P. falciparum M18 aspartyl aminopeptidase. recombinant PfM18AAP, H-Glu-NHMec fluorogenic cleavage. inhibition, % at 7.35 µM. 1.2% of 290,000 active. AID 1822;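 active means inhibition above the campaign mean inhibition over all tested compounds plus 3 SD, cut at about 28% in these data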;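 further: 0% = plate median of test compound wells and 100% = 2 mM ZnCl2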
IDE cell activ: activators of human insulin-degrading enzyme in cells | P14735 | HEK cells, FAbeta-B cleavage, fluorescence polarization; 0% vehicle, 100% cell-free pure enzyme wells | activation, % at 5.96 µM | 0.073% of 340,000 active | AID 493087;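 active means activation above the mean of all tested compounds plus 3 SD, set per screening campaign, cut at about 17% in these data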
UBC9 SUMO inh: inhibitors of human SUMOylation (UBC9); P63279; HTRF SUMOylation assay, SAE1/SAE2 + UBC9, in vitro; inhibition, % at 35 µM; 0.36% of 290,000 active; in the data active means inhibition above about 50%, passing the limit was not always enough; further: strong numbers were not always called active
MEKK2 mut-MEK5: signal of MEK5 binding to mutant human MEKK2 PB1 domain | bead flow cytometry, Alexa488-MEK5 binding to MEKK2 mutant | percent response, % at 10 µM | 0.35% of 290,000 active; in the data active means percent response above about 24%, passing the limit was not always enough; further: inactives centre near 1; some results filed as inactive read as strong as hits; reference of the scale not given here
pCIP destab: p/CIP protein destabilization; F442A p/CIP-EGFP cells, EGFP fluorescence, 16 h; decrease of EGFP signal, % at 10 µM; 0.01% of 290,000 active; AID 1984;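 active means EGFP signal decrease of at least 30% at 10 µM or well 3 SD below plate mean, unless failing retest; inactive means the rest, including hits failing retest or dose response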; further: some compounds called inactive have numbers as strong as hits; many of its hits are not listed in these tables
NALP1 inh: inhibitors of NALP1 inflammasome in yeast; S. cerevisiae NALP1/ASC/caspase-1 growth, X-gal OD620, 72 h; inhibition, % at 10 µM; 0.61% of 280,000 active; AID 2071; in the data active means inhibition mostly above about 24%, no sharp cut-off; inactive means mostly below about 32%; further: some compounds called inactive have numbers as strong as hits
MEKK3 PB1 HTS: raises or lowers MEK5 binding to the human MEKK3 PB1 domain; Q99759; bead-based flow cytometry, Alexa488-MEK5 binding to MEKK3; actives lie on both sides; 0 = blocked by unlabeled MEK5, 100 = vehicle; binding response (% of control), % at 10 µM; 1.4% of 290,000 active;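 active means binding response more than 3 SD above or below the average of its plate-row segment, actives on both sides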;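 further: Alexa488 bead fluorescence after subtracting the streptavidin-only scavenger bead signal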
Numbers without * were called inactive; x = no result given; [ ] = remark or other dose. An excerpt; rates above refer to the full screens.

SMILES	MEKK2wt PB1 HTS	IDE cell inh	M18AAP inhibitor	IDE cell activ	UBC9 SUMO inh	MEKK2 mut-MEK5	pCIP destab	NALP1 inh	MEKK3 PB1 HTS
C#CCOCCOCCOCCNc1nc(N2CCN(C(=O)[C@H](CCCCN)n3cc([C@@H](N)C(C)CC)nn3)CC2)nc(N2CCN(C(=O)[C@H](CCCCN)n3cc([C@@H](N)CO)nn3)CC2)n1 (stereo partly drawn)	107.0	1.7	5.9	x	19.0	-29.0	2.8	9.0	90.0
O=C(CSc1ccc(-c2ccncc2)nn1)N1CCCCC1	94.0	2.5	0.3	0.8	19.2	-2.0	3.7	-5.7	90.0
C/C(=N\NC(=O)COc1ccc([N+](=O)[O-])cc1)C(C)(C)C	105.0	2.6	-3.0	9.2	24.9	5.0	-14.0	3.0	105.0
COc1ccc(/C(C)=N/NC(=S)Nc2cc(C)ccc2C)cc1	109.0	2.4	21.3	4.8	-2.4	3.0	2.8	11.4	110.0
CCOc1ccc(C2=C(C=C(C#N)C#N)C(c3ccccc3)c3ccccc3O2)cc1 (stereo not drawn)	88.0	-1.2	-10.6	4.3	-1.8	-2.0	6.3	20.8	99.0
CC(=O)N(C)c1ccc(NC(=S)NCC(C)C)cc1	100.0	-1.5	-0.8	-1.5	2.0	5.0	-2.4	22.8	102.0
Cc1cc(OCC(=O)N2CCOCC2)ccc1NC(=O)C1CCCCC1	99.0	1.2	3.0	-5.0	-3.1	5.0	-2.4	-7.8	98.0
Cc1ccc(OCC(=O)c2c(O)c3ccccc3oc2=O)cc1C	102.0	3.2	6.3	-4.8	-4.9	14.0	-6.9	-1.0	102.0
CCC(C)(C)NC(=O)C(c1ccc(OC)cc1)N(CC1CCCO1)C(=O)CCC(=O)Nc1cc(C)on1 (stereo not drawn)	92.0	-0.9	3.7	0.9	3.4	2.0	-5.0	9.2	83.0
COc1ccccc1N1CCN(C(=O)C2CCN(S(=O)(=O)c3ccc4c(c3)CC(C)N4C(C)=O)CC2)CC1 (stereo not drawn)	90.0	3.6	4.6	-3.0	11.3	1.0	-4.5	24.7	94.0
Cc1ccccc1CN1CCN(CC2CC3C=CC2C3)CC1 (stereo not drawn)	102.0	7.5	2.7	2.5	-0.3	5.0	-0.1	4.5	104.0
CCC(C(=O)NCC1CCCO1)N(C(=O)CNS(=O)(=O)c1ccccc1)c1ccc(F)cc1 (stereo not drawn)	98.0	-17.6	-14.7	5.5	-1.0	-1.0	-8.6	19.2	103.0
O=C1CCCN1CC(O)CS(=O)(=O)Cc1ccc(Cl)cc1Cl (stereo not drawn)	105.0	1.6	6.4	1.6	-10.0	1.0	-8.3	18.7	99.0
O=C(/C(=C(\[O-])c1ccccc1)[n+]1ccc2ccccc2c1)c1ccc(Cl)cc1	100.0	9.3	-5.1	-0.5	11.3	1.0	7.6	-2.4	98.0
O=C(c1ccc(NC2=NC3CS(=O)(=O)CC3S2)cc1)N1CCN(Cc2ccccc2)CC1 (stereo not drawn)	110.0	7.3	-9.3	-1.1	-1.5	11.0	-4.2	2.7	107.0
O=C1[C@H]2[C@H](C=CC[C@H]2C(=O)N2CCN(c3ccccc3)CC2)CCN1Cc1ccc(Cl)c(Cl)c1	99.0	-4.2	x	-3.8	x	3.0	x	x	100.0
COC(=O)c1sccc1NC(=O)CCC1CCCCC1	105.0	-5.3	2.2	2.8	-0.9	-3.0	-0.7	11.4	85.0
CCCCCc1ccc(-c2cn(CCc3c[nH]c4ccccc34)nn2)cc1	95.0	2.4	1.3	-4.5	0.4	-10.0	-0.7	19.5	95.0
CCCC1CCC(c2ccc(C(=O)NN)cc2)CC1 (stereo not drawn)	97.0	-0.6	-4.5	3.1	-4.1	-2.0	7.3	2.1	99.0
CC(=O)Nc1ccc2nc(-c3ccco3)[nH]c2c1	108.0	3.1	-1.7	-3.1	33.2	-2.0	3.0	12.1	118.0
Cc1cc(Cl)ccc1Oc1ncnc2oc(-c3ccccc3)cc12	x	1.8	-3.1	2.3	5.1	x	-12.7	-17.7	x
O=C(O)CCNc1nc(-c2ccccc2)nc2ccccc12	105.0	0.5	-9.1	-0.1	23.7	11.0	-9.1	5.8	104.0
COC(=O)C1=C(NC(=O)c2ccc(C)cc2)CCS1	98.0	-3.7	4.4	-1.8	12.2	1.0	-13.2	11.4	101.0
COc1ccc(C(C(=O)NC2CCCC2)N(CCC(C)C)C(=O)CCC(=O)Nc2cc(C)on2)cc1 (stereo not drawn)	96.0	3.9	-2.4	5.8	15.9	-1.0	-21.9	8.0	99.0
Cc1cc([N+](=O)[O-])nn1CC(=O)NCc1ccco1	96.0	3.0	0.7	3.6	1.2	-2.0	-5.6	15.1	94.0

Ordered by the number under IDE cell activ (lowest first): 4 of the compounds above.
molecule,IDE cell activ
Cc1cc(OCC(=O)N2CCOCC2)ccc1NC(=O)C1CCCCC1,-5.0
COC(=O)C1=C(NC(=O)c2ccc(C)cc2)CCS1,-1.8
Cc1cc(Cl)ccc1Oc1ncnc2oc(-c3ccccc3)cc12,2.3
CCC(C(=O)NCC1CCCO1)N(C(=O)CNS(=O)(=O)c1ccccc1)c1ccc(F)cc1 (stereo not drawn),5.5

Next part
SMILES	MEKK2wt PB1 HTS	IDE cell inh	M18AAP inhibitor	IDE cell activ	UBC9 SUMO inh	MEKK2 mut-MEK5	pCIP destab	NALP1 inh	MEKK3 PB1 HTS
CCO[C@@H]1OC(C(=O)NCc2nc3ccccc3[nH]2)=C[C@H](c2csc3ccccc23)[C@H]1CCCO	92.0	1.4	0.8	0.5	-4.5	-4.0	-4.7	-7.0	106.0
CC1CCCCC1NC(=O)COCc1cc(-c2cccs2)on1 (stereo not drawn)	104.0	-4.0	3.3	-2.0	22.3	4.0	-4.9	4.2	99.0
CC1=NN(C(=O)c2ccc(C)o2)C(O)(c2ccccc2)C1 (stereo not drawn)	106.0	-3.1	-18.1	4.1	-7.4	-2.0	-1.6	19.6	103.0
COc1ccccc1NC(=O)N1CCC(c2nc3ccccc3o2)CC1	106.0	-1.7	5.5	2.6	7.2	8.0	4.7	2.1	104.0
Cc1ccc(C(=O)N2CCC(C(=O)c3ccc(Cl)cc3)CC2)cc1	108.0	-0.7	-4.3	3.8	4.4	4.0	-0.4	2.1	107.0
CC(=O)Nc1ccc(NC(=O)C(=O)c2cn(CC(=O)N3CCCCC3)c3ccccc23)cc1	81.0	-2.3	-8.8	2.5	7.4	-11.0	-19.8	7.3	96.0
COc1ccc(CNC(=O)CS(=O)(=O)Cc2nc(-c3cccc(OC)c3)oc2C)cc1	99.0	1.0	1.3	6.8	18.0	0.0	4.9	7.1	100.0
O=C(NCc1ccccc1)[C@H]1C[C@@H]1[C@H](NP(=O)(c1ccccc1)c1ccccc1)c1ccccc1	94.0	-0.5	2.0	-0.6	11.2	6.0	-19.7	26.2	84.0
COc1ccc(CNC(=O)C/C(C)=N/NC(=O)c2cnccn2)cc1	94.0	-2.2	13.7	-0.3	7.7	-7.0	-5.2	-17.0	100.0
CC(C)CCNC(=O)NC(=O)CSc1nnc2ccccn12	114.0	0.1	5.4	5.2	16.9	8.0	5.1	18.6	110.0
FC(F)(F)c1nnc2ccc(N3CCOCC3)nn12	106.0	4.2	-2.8	-0.2	-0.7	6.0	4.9	7.6	106.0
CCOc1ccc(NC(=O)CSc2nnc(CCNC(=O)c3ccc(OC)cc3)n2CC)cc1	x	5.8	0.3	3.1	-2.1	x	-3.6	10.7	x
O=C(NNC(=O)C1CC(c2cccs2)=NO1)NC1CCCCC1 (stereo not drawn)	100.0	3.5	-0.8	-5.4	21.6	0.0	-5.3	16.7	101.0
COCCN(C(=O)c1csnn1)C(C(=O)NC(C)(C)C)c1cccc(OC)c1 (stereo not drawn)	100.0	-3.4	1.6	4.8	0.2	3.0	4.8	9.5	99.0
Cc1ccc(NC(=O)COC(=O)C(NS(=O)(=O)c2ccc(Cl)cc2)C(C)O)cc1 (stereo not drawn)	101.0	-2.0	-10.0	4.1	-9.2	2.0	6.6	14.6	106.0
CCOc1ccc(NC(=O)CN2C(=O)NC(C)(c3ccc(OC(F)F)cc3)C2=O)cc1 (stereo not drawn)	103.0	2.8	-4.4	-0.1	-13.4	-3.0	-11.9	7.2	100.0
O=c1cc(-c2ccccc2)[nH]n1-c1nc2ccccc2s1	96.0	2.1	-12.4	3.9	6.2	-12.0	12.2	-2.4	91.0
O=C(NCc1ccccn1)C12CC3CC(CC(C3)C1)C2	102.0	-3.2	-11.4	2.1	8.6	-5.0	-9.8	5.0	110.0
COc1ccc(-c2onc3ccc(Br)cc23)cc1	90.0	3.1	6.2	0.4	21.6	-2.0	-5.5	35.1	105.0
CC(CC(=O)NCc1ccco1)S(=O)(=O)c1ccc2c(c1)CCN2C(=O)C1CC1 (stereo not drawn)	100.0	-3.8	-0.3	6.6	11.1	5.0	-11.4	4.9	104.0
O=C(CCCN1C(=O)c2cccc3cccc(c23)C1=O)NCc1ccco1	92.0	-2.8	-0.9	-4.0	22.9	-7.0	5.2	0.4	85.0
CCOc1ccc(CN(C)C(=O)Cc2c[nH]c3ccccc23)cc1	97.0	x	1.1	1.9	3.6	2.0	-3.9	5.0	101.0
Cc1ccc(S(=O)(=O)N2CCCN(S(=O)(=O)c3ccc(C)cc3)CC2)cc1	48.0	0.4	-1.1	5.1	-6.5	-20.0	-10.4	-19.3	36.0*[inhibitor]
CCCCC1=CC2=CC(=O)C(C)(OC(=O)CC)C(=O)C2=CN1c1ccccc1 (stereo not drawn)	97.0	1.6	x	2.2	5.7	1.0	-4.4	2.8	99.0
Cc1ccc2nc(-c3ccc(NC(=O)COC(=O)c4ccc([N+](=O)[O-])o4)cc3)sc2c1	109.0	-0.1	5.5	-2.3	9.1	6.0	0.0	16.8	109.0
Continuation:
SMILES	MEKK2wt PB1 HTS	IDE cell inh	M18AAP inhibitor	IDE cell activ	UBC9 SUMO inh	MEKK2 mut-MEK5	pCIP destab	NALP1 inh	MEKK3 PB1 HTS
Clc1ccc(C(c2nnnn2CCc2ccccc2)N2CCSCC2)cc1 (stereo not drawn)	102.0	0.0	0.0	2.5	-7.1	2.0	3.1	37.0	102.0
Cc1ccc2nc(-c3cccnc3)oc2c1	102.0	-2.8	-7.7	4.2	1.5	-1.0	2.8	-1.8	102.0
CCC(=O)c1cc2c(C)cc(=O)oc2c(C)c1OC(=O)C(C)C	93.0	0.6	-12.6	2.6	5.4	-3.0	-9.9	10.8	93.0
CCCCc1ccc(NC(=O)CC(C)C)cc1	102.0	0.1	-5.0	2.2	12.4	0.0	-20.6	5.9	101.0
COC(=O)c1ccccc1NC(=O)CSc1nnnn1-c1ccc(C)cc1C	99.0	-2.1	2.3	-4.8	4.6	1.0	-8.3	8.3	102.0
CCOc1ccc(NC(=O)N2CCC(c3nc4ccccc4[nH]3)CC2)cc1	106.0	7.4	7.1	-0.5	-4.5	3.0	11.5	-0.1	102.0
O=C(O)CN1C(=O)/C(=C\c2ccccc2OCc2ccc(Cl)cc2Cl)SC1=S	108.0	0.1	2.9	3.0	36.1	15.0	-10.8	5.0	109.0
Cn1cc(C(=O)Nc2cccc(F)c2)cn1	89.0	-1.9	2.7	-2.2	8.8	-8.0	-1.2	-9.1	82.0
NC(=O)CSc1cn(CCNC(=O)c2cccs2)c2ccccc12	96.0	3.4	x	7.8	-1.4	7.0	-11.9	-6.0	98.0
Cc1c(C(=O)N2CCN(c3ccccc3)CC2)oc2c1C(=O)CC(C)(C)C2	106.0	-0.2	1.4	1.6	7.5	8.0	-20.7	2.5	101.0

MEKK3 PB1 HTS: hit marks shown above.
SMILES	MEKK2wt PB1 HTS	IDE cell inh	M18AAP inhibitor	IDE cell activ	UBC9 SUMO inh	MEKK2 mut-MEK5	pCIP destab	NALP1 inh	MEKK3 PB1 HTS
Cc1ccc(S(=O)(=O)N2CCCN(S(=O)(=O)c3ccc(C)cc3)CC2)cc1	48.0	0.4	-1.1	5.1	-6.5	-20.0	-10.4	-19.3	36.0*[inhibitor]
